A549 proliferation = A549 NSCLC cell proliferation inhibitors – ATP luminescence, human non-small cell lung line, primary screen (AID 371); growth inhibition, % at 10 µM; A549 growth inhibition, ATP luminescence; stronger effect = higher value; 3,300 tested, 8.4% active;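 active = mean growth inhibition over the two runs of 50% or more; inactive = mean growth inhibition under 50%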;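 note: compound exposure lasted 72 h before the ATP read; 0% = untreated cell signal and 100% = no luminescence left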
HT29 cell growth-1 = HT29 colon tumor cell growth inhibition, primary screen, imaging, high content imaging, 48 h, CellTiter-Glo (AID 771). HT29 cell growth, HCS imaging cell count, 48 h; stronger effect = higher value. growth inhibition, % at 10 µM. 3,300 tested, 2% active;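 active = growth inhibition above 90%, meaning viable cell count by imaging cut by more than 90% versus vehicle controls; inactive = growth inhibition below 90%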;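 note: percent fewer viable cells counted by imaging than vehicle controls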
AID772 = HT29 colon tumor cell growth inhibition, primary screen, imaging, high content imaging, 72 h, CellTiter-Glo (AID 772) | HT29 cell growth, HCS imaging cell count, 72 h; stronger effect = higher value | growth inhibition, % at 10 µM | 3,300 tested, 0.6% active;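 active = growth inhibition above 90%, meaning viable cell count cut by more than 90% versus vehicle controls; inactive = growth inhibition below 90%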
HT29 cell growth-2 = HT29 colon tumor cell growth inhibition, primary screen, imaging, high content imaging, 24 h, CellTiter-Glo (AID 770). HT29 cell number by imaging, 24 h; stronger effect = higher value. 3,300 tested, under 10 active. growth inhibition, % at 10 µM;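 active = growth inhibition above 90% in viable cell count at a single dose; inactive = growth inhibition below 90%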
AID364 = Jurkat cell viability reduction – Jurkat E6.1, NIH starter set, primary screen (AID 364); Jurkat E6.1 viability, ATP luminescence, 48 h; higher % means a stronger effect; inhibition, % at 4 µM, or CC50 in µM where a hit was titrated; 3,300 tested, 2% active;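 active = concentration giving half-maximal inhibition at or below 20 micromolar; inactive = half-maximal concentration above 20 micromolar, or not dose tested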;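 note: 100% = cells treated with 4 µM doxorubicin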
HT29 cell growth-2 condensed nuclei = also measured in HT29 cell growth-2; calls as there; condensed nuclei, %; measured here: percent cells with condensed nuclei;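 share of cells whose nuclear area falls below control median minus 1.5 SD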
HT29 cell growth-2 ATP viability = also measured in HT29 cell growth-2; calls as there; growth inhibition, %; measured here: ATP CellTiter-Glo viability
HT29 cell growth-1 condensed nuclei = further read-out of HT29 cell growth-1, marked with its call; condensed nuclei, %; measured here: percent cells with condensed nuclei;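 condensed means Hoechst nuclear area under control median minus 1.5 SD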
AID772 condensed nuclei = also measured in AID772; calls as there; condensed nuclei, %; measured here: percent cells with condensed nuclei;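 condensed means nuclear area below control median minus 1.5 SD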
AID772 second = second read-out of AID772, no call of its own (marks repeat the call); growth inhibition, %; measured here: ATP CellTiter-Glo viability
* marks the source's active call; other numbers are inactive results; & = joins results of further samples.

SMILES	A549 proliferation	HT29 cell growth-1	HT29 cell growth-1 condensed nuclei	AID772	AID772 condensed nuclei	AID772 second	HT29 cell growth-2	HT29 cell growth-2 condensed nuclei	HT29 cell growth-2 ATP viability	AID364
CC[C@@H]1C(=O)OC[C@@H]1Cc1cncn1C	9&-8	-22&20	1.9&1.7	-51&-27	1&1	-26&-24	-26&-11	2.3&5.5	-30&-8	-6%&-6%

Assay outcomes (PubChem BioAssay)

Some of the compounds tested; rates above refer to the full screens.
